# ASAP1 GAP inh: blocks human ASAP1-stimulated Arf1 GTP hydrolysis; AID 624377; inhibition, % at 16.5 µM; 0.19% of 360,000 active; GDP FP detection; in the data active = inhibition above about 25%;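 also: 0% = vehicle with enzyme and substrate and 100% = no enzyme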
# Tn6 DDE FP: disrupts Tn6 cyclic peptide binding to fibrin D-Dimer-E complex; inhibition, % at 8.3 µM; P02675; 0.21% of 370,000 active; Fibrin DD(E) TRITC-Tn6 fluorescence polarization displacement; AID 720509;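 active = inhibition above a per-campaign cutoff: mean of compounds within control limits plus 3 SD, cut at about 15% in these data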;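 also: 0% = median of all compound wells on the plate and 100% = blocking peptide control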
# SIAE inh: human SIAE inhibition, primary screen; inhibition, % at 9.66 µM; SIAE FP-Rh probe binding, fluorescence polarization; AID 1053197; 0.69% of 370,000 active;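 active = inhibition above a cutoff: mean of compounds within the control limits plus 3 SD of those, cut at about 17% in these data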;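 also: 0% = plate median of compound wells and 100% = probe without SIAE protein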
# TDP2 absorb: blocks human TDP2 phosphodiesterase activity. O95551. recombinant TDP2, T5PNP hydrolysis, p-nitrophenol absorbance 415 nm. inhibition, % at 12.8 µM. 0.34% of 370,000 active;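 active = inhibition above the mean of all tested compounds plus 3 SD, set per campaign, cut at about 25% in these data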;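 also: 0% = DMSO with enzyme and 100% = buffer with substrate but no TDP2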
# Target sequence (O95551 whole entry, looked up): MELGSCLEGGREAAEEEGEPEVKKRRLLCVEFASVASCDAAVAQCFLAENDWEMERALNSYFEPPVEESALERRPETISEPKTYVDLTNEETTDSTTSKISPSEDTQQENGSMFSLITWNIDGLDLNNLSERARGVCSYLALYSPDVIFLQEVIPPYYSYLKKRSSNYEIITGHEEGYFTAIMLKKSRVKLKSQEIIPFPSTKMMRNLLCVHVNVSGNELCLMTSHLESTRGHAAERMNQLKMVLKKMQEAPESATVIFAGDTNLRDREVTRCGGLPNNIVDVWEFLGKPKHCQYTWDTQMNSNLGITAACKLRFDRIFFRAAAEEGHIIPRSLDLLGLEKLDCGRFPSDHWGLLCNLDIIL
#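 System – recombinant human TDP2 · Quantity – TDP2 enzyme at 120 nM final · Doses – single concentration, 12.8 µM nominal, with 1% DMSO · Incubation – 2 h at 37 °C · Measured by – epi absorbance of p-nitrophenol freed from T5PNP by hydrolysis · Read-out – % inhibition relative to enzyme-containing and enzyme-free wells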
# Tn7 DDE FP: inhibitors of Tn7 peptide binding to human fibrin DD(E) | 0.13% of 370,000 active | P02675 | inhibition, % at 8.3 µM | FP displacement of FITC-Tn7 peptide from fibrin DD(E); 0% = median of compound wells per plate;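 active = inhibition above the mean of compounds falling within the control limits plus 3 SD of them, cut at about 14% in these data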;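 also: 0% = plate median of compound wells and 100% = 10 µM Aha-Tn7 peptide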
#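 Assay system: Human fibrin DD(E) protein | Medium: Tris buffer with calcium and detergent, pH 7.8 | Reagent: 0.1 µM fluorescent Tn7 | Compound dosing: Single point at 8.3 µM | Times: 10 min preincubation, 3 h with tracer, room temperature | Detection: Fluorescence polarization of the labelled Tn7 tracer | Controls: Aha-Tn7 high control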
# PLCg1 inh: inhibitors of human phospholipase C gamma1; P19174; purified PLC-gamma1, fluorogenic substrate, fluorescence; inhibition, % at 12.2 µM; 0.84% of 370,000 active; AID 720700; in the data active = inhibition above about 9.5%
# PLC-beta3 inh: blocks human PLC-beta3 enzyme activity. 0.18% of 370,000 active. inhibition, % at 12.2 µM. Purified PLC-beta3, fluorogenic substrate, fluorescence; in the data active = inhibition above about 11%;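 also: 0% = median of compound wells on plate and 100% = full blocker control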
# ADAM10 inh: inhibits human ADAM10; O14672; AID 720582; recombinant ADAM10, EDANS/DABCYL FRET peptide cleavage, 3 h; 0.62% of 370,000 active; inhibition, % at 7 µM;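 active = inhibition above a per-campaign cutoff equal to the mean of compounds falling between control-based bounds plus 3 SD, cut at about 20% in these data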;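 also: 0% = DMSO wells while the 100% control is not disclosed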
# Target sequence (O14672 214-748 limits assumed): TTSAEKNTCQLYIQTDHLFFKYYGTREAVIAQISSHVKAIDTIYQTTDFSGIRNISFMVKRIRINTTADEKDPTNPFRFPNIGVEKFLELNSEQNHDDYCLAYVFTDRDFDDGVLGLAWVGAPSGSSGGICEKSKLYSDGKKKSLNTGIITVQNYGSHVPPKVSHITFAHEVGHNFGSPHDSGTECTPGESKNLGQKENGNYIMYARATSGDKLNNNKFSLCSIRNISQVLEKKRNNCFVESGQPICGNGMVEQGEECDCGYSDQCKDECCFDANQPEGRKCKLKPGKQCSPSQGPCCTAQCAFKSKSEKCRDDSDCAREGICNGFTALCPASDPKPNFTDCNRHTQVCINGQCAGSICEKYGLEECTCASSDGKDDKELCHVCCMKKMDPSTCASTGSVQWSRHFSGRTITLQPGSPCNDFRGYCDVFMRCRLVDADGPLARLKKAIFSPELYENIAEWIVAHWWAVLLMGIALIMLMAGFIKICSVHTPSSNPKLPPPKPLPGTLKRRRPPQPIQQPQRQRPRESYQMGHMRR
# ARFGAP1 inhibitor: rat ARFGAP1 inhibition | Q62848 | 0.26% of 360,000 active | Arfgap1-stimulated ARF1 GTP hydrolysis, GDP FP detection | inhibition, % at 16.5 µM;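 active = inhibition above a per-plate limit, mean inhibition of low control wells plus 3 SD, cut at about 25% in these data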;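 also: 0% = DMSO wells with enzyme and 100% = wells lacking Arfgap1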
# Target sequence (Q62848 1-136 limits assumed): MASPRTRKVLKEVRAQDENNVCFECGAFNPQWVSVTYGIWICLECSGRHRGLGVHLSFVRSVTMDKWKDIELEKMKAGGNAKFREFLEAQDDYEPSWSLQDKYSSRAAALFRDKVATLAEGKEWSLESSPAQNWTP
#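 Material: truncated rat Arfgap1 GAP domain; Incubation: compound-enzyme preincubation 20 min, reaction 120 min, detection 60 min, 25 °C; Read-out: percent inhibition of Arfgap1-stimulated GTP hydrolysis; Technique: FP, GDP Alexa 633 tracer displaced from anti-GDP antibody, 620/688 nm; Controls: No-Arfgap1 wells (100%) versus DMSO full-reaction wells (0%); Replication: single well per compound.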
# ADAM17 inh: inhibits human ADAM17 | inhibition, % at 6.95 µM | recombinant ADAM17, EDANS/DABCYL FRET peptide cleavage | 0.83% of 370,000 active;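 active = inhibition above the mean of compounds lying between control limits plus 3 SD, set per campaign, cut at about 8.5% in these data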;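 also: 0% = DMSO-only wells as the low control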
# * hit, by the source's call; i = inactive.
ASAP1 GAP inh,Tn6 DDE FP,SIAE inh,TDP2 absorb,Tn7 DDE FP,PLCg1 inh,PLC-beta3 inh,ADAM10 inh,ARFGAP1 inhibitor,ADAM17 inh,canonical_smiles
1,1,3,6,5,-2,2,-2,6,-3,CC(=O)OC1CCC2(C)C(=CCC3C2CCC2(C)C3CC3ON=C(C)C32)C1 (configuration not stated)
10,3,-16,-21,-3,7,-2,1,2,10*,O=C(CN1C(=O)c2ccccc2S1(=O)=O)Nc1cc(S(=O)(=O)N2CCCCC2)ccc1Cl
-7,5,1,-6,-2,1,-7,4,2,-4,COCCOC1CCN(C(=O)C2CCC(=O)N(CCc3ccc(OC)cc3)C2)CC1 (configuration not stated)
-16,0,-7,-11,2,-462,i,i,-14,i,CCC1(CC)Cc2ccccc2-c2nc(NCCCO)[nH]c(=O)c21
-4,-12,-8,-11,3,1,-1,13,1,4,COc1ccc2nc(NC(=O)Cc3ccc(OC)c(S(=O)(=O)N4CCOCC4)c3)sc2c1
0,1,-3,6,5,2,0,-12,1,-5,O=C1CCN(Cc2ccccc2)C=C1C(=O)c1ccccc1
-3,-1,0,-7,1,5,-4,-3,1,1,CCCc1c(-c2ccc(OC)cc2)ncn1CCc1ccccc1OC
12,4,8,-8,3,3,-3,4,-8,1,CC1CC(CN)CC(CO)C1 (configuration not stated)
-8,0,-2,6,-1,1,-3,-1,-4,1,N#CC1(c2cccc(Br)c2)C(=O)Nc2ccccc21 (configuration not stated)
-13,-8,-4,-22,-1,12*,6,5,17,7,CN1C=CC(=C[N+](=O)[O-])N(C)C1=O
-5,-3,-8,-12,-7,0,-2,2,1,-1,Cc1ccc(S(=O)(=O)N(CC(=O)c2ccc(Cl)cc2)C(=O)N2CCN(C)CC2)cc1
-4,4,4,-9,0,0,1,8,-5,0,O=C1NC[C@@H](c2ccccc2)OC(=O)[C@@H](Cc2ccc(F)cc2)CC/C=C/C[C@H]1CC(=O)N(CCO)Cc1ccccc1
6,-3,1,-10,-1,4,4,-2,-4,2,CCCNC(=O)c1ccccc1NC(=O)c1ccccc1N(C)S(=O)(=O)c1ccc(C)cc1
-4,9,-3,-7,-5,-2,1,-1,-3,-3,CC(O)[C@H]1CNC(=O)C(=O)N1CCc1cc(C(F)(F)F)cc(C(F)(F)F)c1 (some centres not stated)
4,0,2,7,0,2,-6,-11,-3,-3,CCOC(=O)C1CCCN(S(=O)(=O)c2ccc(Cl)nc2)C1 (configuration not stated)
0,7,-4,9,-6,-1,-8,4,10,0,Cc1cc2c3c([nH]c2cc1S(=O)(=O)N1CCC2(CC1)OCCO2)CCCC3=O
8,6,0,-4,0,0,-3,-2,-6,0,O=C(CCCn1c(=O)[nH]c2ccsc2c1=O)NC1CCCCC1
-8,0,-4,-4,-5,5,5,3,-9,2,CC(=O)NC1C(=O)N(CCc2ccccc2)c2ccc(Br)cc21 (configuration not stated)
11,-1,-4,3,-8,5,0,2,22,-1,O=C(CN1C(=O)CSC1=O)c1ccccc1
-10,0,1,12,-2,-6,-15,5,22,-3,CCC1Oc2ccc(C)cc2N(CC(=O)N(Cc2ccncc2)Cc2ccco2)C1=O (configuration not stated)
0,2,9,2,-1,1,-1,-1,2,1,O=C(COC(=O)c1cccc(Br)c1)NCCc1ccc(F)cc1
2,3,0,-9,2,4,-3,1,14,0,C=CCNC(=O)NC(=O)COC(=O)/C=C/c1cccc([N+](=O)[O-])c1
-2,-3,5,-6,-1,0,4,9,3,5,Cc1cc(NC(=O)/C=C/c2ccc(Br)cc2)no1
-14,-2,-2,5,0,0,1,-2,-3,-3,CCOC(=O)c1nnc(-c2cccs2)nc1Oc1ccc(Cl)cc1
-22,18*,6,2,3,-147,-210,-169,-4,-50,COc1cccc2cc(-c3n[nH]c(=S)n3C)oc12
-8,0,17,-7,4,2,-7,-1,5,-1,O=C(N/N=C/c1ccc(O)c(O)c1)c1cccc(S(=O)(=O)N2CCCCC2)c1
5,-7,6,4,3,2,3,-4,4,-3,Cc1ccc(C(c2nnnn2CC2CCCO2)N2CCN(C(=O)c3ccco3)CC2)cc1 (configuration not stated)
6,-1,2,1,1,-249,-354,-27,9,-10,Fc1ccc(NC(=S)Nc2ccc3nccnc3c2)cc1
-3,4,3,13,4,-2,-1,-14,-3,2,CCC(=O)Nc1ccc(-c2nnc(SCC(=O)N3CCCCC3)n2C)cc1
6,3,8,-4,-1,-5,-11,-20,1,-4,C=CCn1c(SCC(=O)N2CC(C)OC(C)C2)nnc1-c1ccncc1 (configuration not stated)
3,-5,0,15,3,1,0,1,0,1,O=C(Cc1ccccc1)Nn1c(-c2ccccc2F)nc2ccccc2c1=O
7,-6,-3,3,-1,-1,-3,13,15,0,O=C(Cc1cccs1)Nc1ccc(S(=O)(=O)N2CCCC2)cc1
-5,4,-8,-1,-14,-1,-5,0,8,-5,CCN(C(=O)COC(=O)c1ccc(F)c(S(=O)(=O)N2CCOCC2)c1)C1CCS(=O)(=O)C1 (configuration not stated)
12,-2,0,1,-1,1,-5,2,-21,-3,Cc1nc(Oc2ccccc2)c2ccsc2n1
4,3,0,2,9,1,1,10,20,1,CCOc1ccc(S(=O)(=O)Nc2ccc(C(=O)NCC(C)(C)N3CCOCC3)cc2)cc1
-5,-12,1,-3,4,5,2,15,-2,0,O=C(CC(=O)c1ccccc1)Nc1ccccc1C(F)(F)F
1,1,9,2,-10,2,3,2,8,4,COc1cc(/C(C)=N\NC(N)=S)cc(OC)c1OC
1,7,-1,-16,-3,0,-5,0,-11,-2,O=C(/C=C/c1ccc(Cl)c(C(F)(F)F)c1)N1CCN(c2ccccn2)CC1
10,-4,0,-6,-1,-70,-104,-13,-9,-11,CCOC(=O)CN1C(=O)/C(=C/c2ccccc2Br)Oc2ccccc21
-2,-2,-10,-10,0,-17,-33,-2,-13,2,COc1ccc([C@H]2Cc3cc(O)cc(O)c3C(=O)O2)cc1O

# Exported comma-delimited: entries from further up
molecule,ASAP1 GAP inh,Tn6 DDE FP,SIAE inh,TDP2 absorb,Tn7 DDE FP,PLCg1 inh,PLC-beta3 inh,ADAM10 inh,ARFGAP1 inhibitor,ADAM17 inh
O=C(/C=C/c1ccc(Cl)c(C(F)(F)F)c1)N1CCN(c2ccccn2)CC1,1,7,-1,-16,-3,0,-5,0,-11,-2
CCOC(=O)CN1C(=O)/C(=C/c2ccccc2Br)Oc2ccccc21,10,-4,0,-6,-1,-70,-104,-13,-9,-11
COc1ccc([C@H]2Cc3cc(O)cc(O)c3C(=O)O2)cc1O,-2,-2,-10,-10,0,-17,-33,-2,-13,2

# (list continues)
ASAP1 GAP inh,Tn6 DDE FP,SIAE inh,TDP2 absorb,Tn7 DDE FP,PLCg1 inh,PLC-beta3 inh,ADAM10 inh,ARFGAP1 inhibitor,ADAM17 inh,canonical_smiles
-10,1,0,-4,3,0,-4,-5,17,4,COC(=O)c1cc(C)nc(Sc2ccccc2NC(C)=O)n1
-1,4,5,2,5,0,-3,-14,-1,-6,COCOc1cccc(CN2CCC(C)(Oc3cccc(OC)c3)C2)c1 (configuration not stated)
7,-13,-2,-2,6,-4,1,-10,5,-5,CC1=C(/C=C/C(=O)O)C(C)(C)CCC1
5,-1,-8,0,-5,3,4,23*,-2,8.8*,OC(c1ccccc1)(c1nc(-c2ccccc2)cs1)C(F)(F)F (configuration not stated)
-14,7,-2,-8,3,0,-10,1,7,-2,CCc1cc(C(=O)OC)c(NC(=O)CN2CCN(C(=O)c3ccco3)CC2)s1
2,1,-6,7,-1,1,0,-6,-10,-4,COc1cc(C2N(c3ccccn3)C(=O)C3CCCN32)cc(OC)c1OC (configuration not stated)
11,-1,2,-18,-6,1,-6,6,-4,3,CCOc1ccc(C(=O)NCc2ccc3c(c2)OCO3)cc1OCC
4,-2,3,-4,2,-2,-8,-7,-6,-6,O=C(Nc1cccc(-c2ccc(N3CCOCC3)nn2)c1)c1ccc(F)cc1F
-11,5,2,4,-7,-19,-21,-68,2,-21,CCn1nnc2sc3c(c2c1=O)CCC(C)C3 (configuration not stated)
7,-2,-3,1,-10,4,-5,0,-3,-1,CC(=Nc1ccccc1C(F)(F)F)c1ccncc1
-4,-7,1,2,-3,3,4,3,-3,0,CSCC[C@H](NC(=O)NCc1ccc(F)cc1)C(=O)O
9,-7,2,-10,10,i,i,i,-1,i,Cc1ccc(C2NC(=O)c3ccccc3N2)c(C)c1 (configuration not stated)
-9,-3,5,13,1,2,-2,-1,1,0,C=CCN1C(=O)c2ccc(C(=O)N3CCC(C(N)=O)CC3)cc2C1=O
5,-4,0,-8,-2,-1,-4,-2,-2,-3,Cc1cc(NC(=O)CSCC(=O)Nc2cc(C(F)(F)F)ccc2N2CCCC2)no1
-2,-1,0,-2,-2,0,-1,-4,-6,-3,COc1ccc([C@@H]2CC=C(C(=O)O)[C@H](c3ccc(C)cc3)N2S(=O)(=O)c2ccccc2C)cc1
-5,-1,0,-4,3,2,2,-5,11,1,Cc1ccc(S(=O)(=O)c2ncccc2[N+](=O)[O-])cc1
5,3,-6,-3,0,-4,-10,-2,6,-3,CCc1c(-c2ccccc2)nc2sc3c(c2c1N)CCCC3
2,7,-1,-16,-8,7,-2,11,6,2,CCOc1ccc(C(=O)NC(C)CCc2ccccc2)cc1 (configuration not stated)
-6,-3,-7,-2,6,-5,-14,-51,7,-14,COc1ccc(NC(=O)C(=O)N/N=C(\C)CC(=O)Nc2cc(C)ccn2)c(OC)c1
8,-6,4,0,-5,2,5,7,19,1,CCOc1ccc(N2C(=O)CC(SC(=NC)Nc3ccc(F)cc3)C2=O)cc1 (configuration not stated)
9,-5,1,1,7,2,-2,-7,9,-2,COc1ccc(/C=C2\SC(=NCc3ccccc3)NC2=O)cc1
-5,-2,15,5,-5,1,-4,-8,8,-6,O=C(CNC(=O)c1ccccc1F)OCc1nc2ccc(Cl)cc2n1CCO
-8,-4,-2,-6,9,1,0,-9,9,-3,OC1C2(Cc3ccccc3)CN3CCN(C2)CC1(Cc1ccccc1)C3 (configuration not stated)
2,-1,7,5,6,-3,3,-2,0,-2,COc1cc(/C=C2/C(=O)ON=C2c2ccccc2)ccc1O
-4,4,-4,-2,-3,1,1,2,8,-1,O=C(Nc1cc(-c2ccccc2)[nH]n1)c1ccccc1F
4,3,-5,-2,3,-1,0,-3,0,1,CCC(C)NC(=O)COC(=O)c1oc2ccccc2c1CSc1ccc(Cl)cc1 (configuration not stated)

# Entries above shown as hits in ADAM10 inh.
ASAP1 GAP inh,Tn6 DDE FP,SIAE inh,TDP2 absorb,Tn7 DDE FP,PLCg1 inh,PLC-beta3 inh,ADAM10 inh,ARFGAP1 inhibitor,ADAM17 inh,canonical_smiles
5,-1,-8,0,-5,3,4,23*,-2,8.8*,OC(c1ccccc1)(c1nc(-c2ccccc2)cs1)C(F)(F)F (configuration not stated)
